GLP1R ag – qHTS of GLP-1 Receptor Agonists; Potency, µM (doses to about 45.6 µM), for the others: at the top dose activation, usual class: activators; AID 624172, 2012; HEK293 GLP-1R CRE-luciferase, luminescence, 4-6 h; cells express a hypersensitive GLP-1R form; 380,000 tested, 0.007% active; Glucagon-like peptide 1 receptor (Homo sapiens), P43220; note: potency is the fitted concentration of half-maximal effect; % of control where 0% means no effect
DRD3 antagonist – qHTS of D3 Dopamine Receptor Antagonist: qHTS; D3R cells, DiscoveRx beta-arrestin luminescence, antagonist mode; active compounds read low; max response, negative = inhibition, %; 360,000 tested, 2.5% active; AID 652054, 2013; in the data active = max response below about -50%; inconclusive = no clear call, values can overlap the other calls; note: % is set by controls: 0 for no effect and ±100 for the full control effect; mostly tested at two doses, the higher about 12 µM
Target sequence (P35462 whole entry, looked up): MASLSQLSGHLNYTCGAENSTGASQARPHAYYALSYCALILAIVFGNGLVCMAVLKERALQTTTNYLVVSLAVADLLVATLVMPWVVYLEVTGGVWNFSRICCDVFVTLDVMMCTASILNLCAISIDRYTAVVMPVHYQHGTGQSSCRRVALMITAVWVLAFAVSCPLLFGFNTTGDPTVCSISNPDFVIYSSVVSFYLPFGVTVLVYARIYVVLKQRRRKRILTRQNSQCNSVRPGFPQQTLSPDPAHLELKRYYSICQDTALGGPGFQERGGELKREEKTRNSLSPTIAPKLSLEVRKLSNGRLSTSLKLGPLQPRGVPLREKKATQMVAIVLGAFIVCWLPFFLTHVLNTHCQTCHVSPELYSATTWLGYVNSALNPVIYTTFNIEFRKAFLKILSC
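Cells plated overnight at 1500 cells/well, then exposed to library compounds with dopamine controls for 90 minutes at 37 degrees C. DiscoveRx reagent added for 30–60 minutes at room temperature; luminescence read, quantitative HTS format.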
Abeta rescue – qHTS for compounds that reverse cellular toxicity of Amyloid beta (A-beta) peptide in yeast: Primary Screen; Potency, µM (top dose mostly 46.1 µM), for inactives: top-dose growth rescue, most hits filed as activators; 410,000 tested, 0.063% active; yeast expressing A-beta42, growth rescue, OD600, 48 h; response scale: 0% DMSO, 100% iron-clioquinol control; AID 1347071, 2019; note: potency is the fitted concentration of half-maximal effect; nearly all actives have a fitted effect of over 55% in size
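Yeast growth medium received pinned compounds, then yeast cells expressing toxic A-beta were added; plates incubated at 30 C for 48 hr. Growth read as absorbance at 600 nm, normalized to DMSO and equimolar FeCl3 plus clioquinol controls.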
FUS yeast rescue – qHTS for Suppressors of FUS Proteinopathy: Primary screen using FUS-linked yeast assay | 390,000 tested, 0.24% active | Potency, µM (highest dose often 76.6 µM), inactives show at the highest dose growth rescue (activation), hits mostly activators | S. cerevisiae FUS-expressing, growth rescue, OD600, 24 h;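 note: potency is the fitted concentration of half-maximal effect; plate controls were DMSO vehicle for no effect and reference control for full effect; nearly all actives have a fitted effect of over 55% in size; some results filed as inactive show a strong effect at the top dose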
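S. cerevisiae expressing FUS from galactose induction served as the toxicity model. Growth after 24hr at 30C, read as absorbance at 600 nm, indicates suppression of toxicity; compounds dosed at several concentrations.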
pAkt inh – HTS Assay for Inhibitors of Akt Phophorylation: Primary Screen; Neuro2A IGF-stimulated pAkt S473 HTRF, 20 min; active compounds read low; activity change, % for hits at 50 µM; 360,000 tested, 0.32% active; AID 651550, 2012; in the data active = activity change below about -80%; inconclusive = mostly about -51% to -80%; note: % is set by controls: 0 for no effect and ±100 for the full control effect
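Single-point screen (50 µM final compound) in Neuro2A cells stimulated 20 min with 6 nM IGF at 37 deg C. After lysis, Ser473-phosphorylated Akt read by HTRF (ex 330 nm, em 615/665 nm) as the 665/615 ratio.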
PTHR1 ag – qHTS for PTHR1 Agonists: Primary Screen | 410,000 tested, 0.075% active | Potency, µM (titrated, usually from 115 µM), inactives show at the top dose activation, most hits filed as activators | Parathyroid hormone/parathyroid hormone-related peptide receptor (Homo sapiens), Q03431 | HEK293 GP2 PTHR1 cells, GloSensor cAMP luminescence, 1 h | AID 743266, 2014; note: potency is the fitted concentration of half-maximal effect; nearly all actives have a fitted effect of over 55% in size; some results filed as inactive show a strong effect at the top dose; inactives centre near -15; many of its hits are not listed in these tables
Target sequence (Q03431 whole entry, looked up): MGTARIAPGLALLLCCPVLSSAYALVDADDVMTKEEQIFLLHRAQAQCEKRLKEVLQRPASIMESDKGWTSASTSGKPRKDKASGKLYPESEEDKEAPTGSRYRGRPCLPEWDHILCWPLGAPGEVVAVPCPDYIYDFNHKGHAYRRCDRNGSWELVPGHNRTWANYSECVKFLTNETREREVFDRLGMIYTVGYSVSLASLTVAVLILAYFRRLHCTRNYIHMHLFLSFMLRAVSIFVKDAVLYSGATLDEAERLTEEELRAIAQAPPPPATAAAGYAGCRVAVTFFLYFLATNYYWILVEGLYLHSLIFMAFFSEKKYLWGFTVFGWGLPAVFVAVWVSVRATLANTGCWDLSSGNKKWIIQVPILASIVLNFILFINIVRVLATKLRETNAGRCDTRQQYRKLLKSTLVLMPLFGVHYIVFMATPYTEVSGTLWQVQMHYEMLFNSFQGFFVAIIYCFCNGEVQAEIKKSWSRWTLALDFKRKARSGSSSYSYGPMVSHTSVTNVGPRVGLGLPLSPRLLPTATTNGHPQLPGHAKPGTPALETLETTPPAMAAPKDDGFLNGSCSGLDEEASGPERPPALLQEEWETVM
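HEK-293-derived GP2 cells expressing PTHR1 and a GloSensor cAMP reporter, 3,000/well, plated overnight, given luciferin plus IBMX (each 0.5 mM as added) for 1 h at 37 °C, then compound for 1 h at 37 °C. Luminescence was read after 15 min at room temperature.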
TDP-43 yeast inh – qHTS of TDP-43 Inhibitors. TDP-43 expressing yeast growth rescue, BacTiter-Glo, 24 h. Potency, µM (highest dose often 46.1 µM), for the others: top-dose growth rescue (activation), hits mostly activators. 410,000 tested, 1.8% active; note: potency is the fitted concentration of half-maximal effect; % of control where 0% means no effect; nearly all actives have a fitted effect of over 50% in size
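Readout is BacTiter-Glo luminescence of cell growth, so inhibitors register as activators. TDP-43-expressing yeast at OD600=0.02 in galactose medium, after raffinose pregrowth to mid-log, were incubated with compound for 24 hr at 30 deg C.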
aSyn rescue – qHTS of alpha-syn Inhibitors | Yeast expressing alpha-synuclein, growth rescue, BacTiter-Glo, 24 h | Potency, µM (doses to about 46.1 µM), without a hit: top-dose growth rescue (activation), actives largely listed as activators | 370,000 tested, 0.14% active; note: potency is the fitted concentration of half-maximal effect; % of control where 0% means no effect; nearly all actives have a fitted effect of over 65% in size
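Galactose-induced alpha-syn yeast (OD600=0.02, raffinose-pregrown) + pinned cpd, 24 hr, 30 deg C; growth by BacTiter-Glo luminescence. Growth restoration scores as activation.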
GLP-1R inv ag – qHTS of GLP-1 Receptor Inverse Agonists (Inhibition Mode) | Glucagon-like peptide 1 receptor (Homo sapiens), P43220 | HEK293 GLP-1R CRE-luciferase, luminescence, 24 h; GLP-1R form is constitutively active | Potency, µM (titrated, usually from 38.3 µM), inactives show at the top dose activity change, negative = inhibition, most hits filed as inhibitors | 410,000 tested, 1.6% active | AID 624417, 2012; note: potency is the fitted concentration of half-maximal effect; % is set by controls: 0 for no effect and ±100 for the full control effect; nearly all actives have a fitted effect of over 55% in size
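Inverse agonists were sought by their lowering of basal cAMP reporter luciferase output in HEK293 cells stably carrying constitutively active human GLP-1R, after 24 h compound treatment.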
The depositor's hits bear a star; i = inactive; ? = inconclusive; . = not tested or not shown; & = joins results of further samples; [ ] = remark or other dose. Unless noted, calls come from the whole dose curve; as a rule, active = well fitted curve in the direction sought with a large enough effect; inconclusive = small, poorly fitted or top-dose-only effect, or another doubt; inactive = no such curve, though single readings can be large; an effect the other way counts as inactive or inconclusive. A portion of the library (hit frequency here may not be typical).

SMILES	GLP1R ag	DRD3 antagonist	Abeta rescue	FUS yeast rescue	pAkt inh	PTHR1 ag	TDP-43 yeast inh	aSyn rescue	GLP-1R inv ag
NC(N)=Nc1ccc2[nH]c3c(c2c1)C[C@@]1(O)[C@H]2Cc4ccc(O)c5c4[C@@]1(CCN2CC1CC1)[C@H]3O5	-4%	-61*	-15%	-14%	i	-90%[inhibitor]	-93%[inhibitor]	-80%&-78%&-85%[inhibitor]	-12%
C[N+]1(C)C2CC(OC(=O)[C@H](CO)c3ccccc3)CC1C1OC12 (some centres undefined)	14%	8	9%	-37%	i	-23%	7%	-1%&-4%&7%&-3%	-8%
CO[C@H]1C=C2CCN(C)[C@H]2C2c3cc4c(cc3C(=O)O[C@@H]21)OCO4 (some centres undefined)	8%	-13	6%	-13%	i	-4%	-2%	1%	1%
CCOC(=O)c1ccc(NC(=O)c2cccn(Cc3ccccc3F)c2=O)cc1	-7%	.	-2%	30%	.	-48%[inhibitor]	?	-1%	?
C=CCn1c(O)c(C=Nc2ccc(Cc3ccncc3)cc2)c(=O)[nH]c1=S	-8%	21	-10%	7%	i	-30%[inhibitor]	18%	-1%	?
NCCNc1ccc([N+](=O)[O-])c2cccnc12	-7%	-16	-3%	-33%	i	-22%	16%	6%	7%
CCc1ccc2nc(N3CCC(C(=O)N4CCC5(CC4)OCCO5)CC3)sc2c1	5%	-18	22%	28%	i	-35%[inhibitor]	.	12%	?
CCC(CC)C1C(C#N)=C(N)Oc2c1c(=O)oc1ccccc21 (centres undefined)	-7%	28	-5%	-6%	i	-79%[inhibitor][57.5 µM]	0%	8%	?
O=C1NC(=O)C2(CCN(c3ccccc3)CC2)C(=O)N1	0%	19	6%	.	i	-28%	17%	0%	1%
CCC(=O)c1cn(Cc2ccccc2)c2ccccc12	16%	5	-2%	-21%	i	-20%	8.9µM*	4%	?
Cc1cccc(CN2CCCN(Cc3ccc(Cl)cc3)S2(=O)=O)c1	2%	9	2%	0%	i	i	-12%	-9%	?
CCOc1ccc(-n2c(O)c(/C=C3\C=Nc4ccccc43)c(=O)[nH]c2=O)cc1	-5%	3	0%	20%	i	-13%	-4%	1%	-17%
CCCc1cc(=O)oc2cc(OCC(=O)N3C[C@H]4C[C@@H](C3)c3cccc(=O)n3C4)ccc12	3%	-24	-9%	6%	i	i	0%	0%	7%
Fc1ccccc1CN1CCN(c2ccc(Cl)cc2)CC1	4%	?	-1%	-12%	i	-3%	3%	0%	?
Cc1ccc(-c2nc3ccccc3c(=O)n2-c2ncccc2C)cc1	5%	0	-1%	11%	i	i	9%	-2%	-10%
CCC1(CCC(C)C)C(=O)NC(=O)N(c2ccccc2)C1=O (centres undefined)	3%	-10	-10%	-6%	i	i	24%	-2%	4%
CCc1cc2c(s1)NC(=O)CN=C2c1cccs1	3%	12	-10%	17%	i	-5%[57.5 µM]	26%	1%	-41%
Cc1ccc(CN2C3CCCC2CC(NC(=O)Nc2cccc(F)c2)C3)cc1 (centres undefined)	-1%	-99*	4%	12%	i	-22%	5%	-3%	?
COc1cc(CC2(CCc3ccncc3)C(=O)NC(=O)NC2=O)cc(OC)c1OC	6%	5	13%	8%	i	0%	-15%	-8%	-12%
COC(=O)c1ccc(CC(C(=O)c2ccccc2)N(C)C)cc1 (centres undefined)	15%	-9	1%	10%	i	i	22%	8%	-1%
COc1ccccc1NC(=O)COC(=O)c1cn(C)c2ccccc12	7%	-2	-15%	.	i	-27%	24%	-10%	11%
CCOC(=O)c1ccc(Nc2nc(C)cc(C)n2)cc1	4%	18	3%&-7%	-33%&-18%	i	8%	?	-1%	12%&-14%
CCOC(=O)c1ccc(NC(=O)CSc2cc(=O)n(CC)c3ccccc23)cc1	.	.	-19%	-12%	.	-9%	-22%[9.22 µM]	.	9%
COc1cccc(C2CCN(C)C2)c1 (centres undefined)	-1%	1	-7%	14%	i	i	13%	3%	-2%
COc1ccccc1NC(=O)c1cn(CCC#N)nc1-c1cccc(Cl)c1	7%	14	-7%	-11%	i	i	3%	4%	20%
CCCCCCC(=O)c1c(O)n(-c2ccccc2OC)c(=O)[nH]c1=O (tested in a mixture with another compound)	-4%	?	-10%	10%	i	i	19%	-38%[inhibitor]	0%
CCOC(=O)Cn1cc([N+](=O)[O-])nc1[N+](=O)[O-]	-2%	49	-30%	17%	i	i	-12%	6%	53%[activator]
C=Cc1ccc(Cn2c(C)c(CNCCc3cc(OC)ccc3OC)c(C(=O)O)c2C)cc1	.	.	14%	11%	.	i	20%	.	-9%
COC(=O)C1=C(c2cccc(OCc3ccccc3)c2)C[C@@H]2CC[C@H]1N2C(=O)NCc1ccc([N+](=O)[O-])cc1	12%	0	8%	38%	i	-10%	28%	1%	-2%
Cc1ccc(-n2c(/C=C/c3cccc4ccccc34)nc3ccccc3c2=O)cc1	.	.	20%	-10%	.	-16%	0%	.	-2%

3 records picked at random from those above:
SMILES	GLP1R ag	DRD3 antagonist	Abeta rescue	FUS yeast rescue	pAkt inh	PTHR1 ag	TDP-43 yeast inh	aSyn rescue	GLP-1R inv ag
CCOC(=O)Cn1cc([N+](=O)[O-])nc1[N+](=O)[O-]	-2%	49	-30%	17%	i	i	-12%	6%	53%[activator]
CCOC(=O)c1ccc(Nc2nc(C)cc(C)n2)cc1	4%	18	3%&-7%	-33%&-18%	i	8%	?	-1%	12%&-14%
COC(=O)C1=C(c2cccc(OCc3ccccc3)c2)C[C@@H]2CC[C@H]1N2C(=O)NCc1ccc([N+](=O)[O-])cc1	12%	0	8%	38%	i	-10%	28%	1%	-2%

Going on with the list.
SMILES	GLP1R ag	DRD3 antagonist	Abeta rescue	FUS yeast rescue	pAkt inh	PTHR1 ag	TDP-43 yeast inh	aSyn rescue	GLP-1R inv ag
C/C=C1\CN2[C@H]3C[C@@]45c6ccccc6N(C)[C@H]4[C@@H]2CC1C3[C@H]5O (some centres undefined)	7%	-63*	-5%	12%	i	i	0%	3%	-13%
CC12CC(=O)C3C(CCC4CC=CCC43C)C1CCC2=O (centres undefined)	1%	-18	9%	.	i	-12%	10µM*	9%	4%
CC1(C)CCCN1CCC(C(N)=O)(c1ccccc1)c1ccccc1	8%	1	0%	0%	i	i	-4%	-10%	5%
NC(Cc1ccc(O)cc1)C(=O)NN=Cc1ccc(N(CCCl)CCCl)cc1 (centres undefined)	12%	-16	-12%	.	i	i	0%	0%	?
CCc1ccc(CNCCc2c[nH]c3ccccc23)cc1	-6%	?	9%	-3%	i	-19%	-6%	-5%	?
CN1CCN(Cc2cn3cccnc3n2)CC1	7%	3	5%	-2%	i	i	-10%	-3%	11%
COC(=O)N(C)c1ccc(C(O)(C(=O)OC)C(F)(F)F)cc1 (centres undefined)	-5%	14	-4%	-19%	i	i	5%	1%	14%
CCCCCCC(=O)c1c(O)n(-c2ccccc2OC)c(=O)[nH]c1=O	-1%	9	-31%[inhibitor]	15%	i	-1%	?	-39%[inhibitor]	0%
Cc1ccc(N2C(=O)NC(=O)/C(=C/c3ccc(-c4ccc(C(=O)O)c(Cl)c4)o3)C2=O)cc1	-4%	18	8%	5%	i	i	15%	6%	11%
CC(=O)OC(C)(C)/C=C/C(=O)C(C)(O)C1C(O)CC2(C)C3CC=C4C(CC(O)C(=O)C4(C)C)C3(C)C(=O)CC12C (centres undefined)	-22%	18	-2%	.	i	-43%	16%	6%	?

Five compounds from above, ordered by length of the SMILES, descending.
SMILES	GLP1R ag	DRD3 antagonist	Abeta rescue	FUS yeast rescue	pAkt inh	PTHR1 ag	TDP-43 yeast inh	aSyn rescue	GLP-1R inv ag
Cc1ccc(N2C(=O)NC(=O)/C(=C/c3ccc(-c4ccc(C(=O)O)c(Cl)c4)o3)C2=O)cc1	-4%	18	8%	5%	i	i	15%	6%	11%
NC(Cc1ccc(O)cc1)C(=O)NN=Cc1ccc(N(CCCl)CCCl)cc1 (centres undefined)	12%	-16	-12%	.	i	i	0%	0%	?
CCCCCCC(=O)c1c(O)n(-c2ccccc2OC)c(=O)[nH]c1=O	-1%	9	-31%[inhibitor]	15%	i	-1%	?	-39%[inhibitor]	0%
CC12CC(=O)C3C(CCC4CC=CCC43C)C1CCC2=O (centres undefined)	1%	-18	9%	.	i	-12%	10µM*	9%	4%
CN1CCN(Cc2cn3cccnc3n2)CC1	7%	3	5%	-2%	i	i	-10%	-3%	11%

The list continues:
SMILES	GLP1R ag	DRD3 antagonist	Abeta rescue	FUS yeast rescue	pAkt inh	PTHR1 ag	TDP-43 yeast inh	aSyn rescue	GLP-1R inv ag
COc1ccc(NC(=O)N2Cc3ccccc3-n3nncc3C2)cc1	-7%	-16	-3%	-8%	i	-25%	24%	-4%	18%
CC[N+](C)(CC)CCCOC(=O)C(O)(c1ccccc1)C1CCCCC1 (centres undefined)	5%	3	8%	0%	i	i	18%	4%	7%
CCOP(=O)(OCC)C(CC)N1CCOCC1 (centres undefined)	6%	8	-5%	-10%	-118%*	i	3%	-9%	8%
C1=CC(Cc2cncs2)c2ccccc21 (centres undefined)	8%	-27	6%	-12%	i	-1%	0%	1%	-11%
O=[N+]([O-])c1nccn1CC(O)CN1CC1 (centres undefined)	-1%	9	-17%	7%	.	-2%	-5%	0%	15%
N#CC1c2ccccc2-n2nncc2CN1S(=O)(=O)c1cc(Cl)cc(Cl)c1 (centres undefined)	-2%	-11	-2%	-27%	i	i	0%	-3%	-3%
CCCCN(C(C)=O)c1ccc2c(c1)C1CC2CCN1Cc1ccccc1 (centres undefined)	16%	-22	-3%	-20%	i	-26%	0%	-1%	?

From PubChem BioAssay
